# Bioassay records (PubChem BioAssay)
# HSF1 inhib: HSF1 inhibition; 300,000 compounds, 0.77% hits; NIH3T3-HGL HSE-luciferase, MG132-induced, luminescence 8 h; hits give low values; AID 2098; activity change, negative = inhibition, % at 7.5 µM (by protocol);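 active means more than half of replicate wells show activity change below -50%, luminescence cut by over half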;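 further: luciferase reports HSF-1 transcriptional activity via heat shock element; 0% = median of DMSO wells and -100% = zero luminescence signal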
# HSF-1 act: increases HSF-1 driven luciferase reporter signal. 300,000 compounds, 1.7% hits. activation, % at 9 µM. NIH3T3-HGL HSF-1 luciferase reporter, MG132, 8 h; 100% = twice DMSO control signal. AID 504408;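 active means mean replicate activation of at least 50% with a set share of replicates each reaching 50%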;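 further: 0% = median of the neutral control wells and 100% = twice that signal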
# AI-2 QS modul: modulates the Vibrio harveyi AI-2 quorum sensing system. Vibrio harveyi JMH597 AI-2 luminescence/OD600 ratio, 9 h; hits give low values; strain lacks LuxN and CqsS sensors; 0 = neutral-control median. activity change, % at 7.5 µM. 300,000 compounds, 0.4% hits; in the data active means activity change below about -75%, passing the limit was not always enough;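 further: luminescence divided by OD600 gain over 9 h not by final OD600 alone; inactives centre near 13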
# IEC-6 cytotox: counter-screen for KLF5 inhibitors: cytotoxicity in IEC-6 cells; IEC-6 cytotoxicity, luminescence viability; inhibition, % at 5 µM; 290,000 compounds, 0.78% hits; in the data active means inhibition above about 22%;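 further: 0% = plate median of test compound wells and 100% = cytotoxic reference compound wells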
# KLF5 inhibitor: inhibitors of KLF5 expression; DLD-1 KLF5 promoter-luciferase reporter, luminescence; inhibition, % at 5 µM; 290,000 compounds, 0.23% hits;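 active means inhibition above a per-plate limit of that plate's mean compound inhibition plus 3 SD, cut at about 60% in these data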;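 further: 0% = DMSO wells and 100% = LY294002 at 200 µM; higher means less KLF5 promoter-driven luciferase light; inactives centre near -14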
# GSK3B inh: human GSK3beta kinase inhibition. GST-GSK3beta kinase, ADP-Glo luminescence, 60 min; hits give low values. 300,000 compounds, 0.038% hits. P49841. activity score (negative = inhibition), % at 10 µM;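 active means more than half of replicate wells score below -50%, meaning over 50% inhibition versus plate controls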;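 further: 0% = median DMSO wells and -100% = median GW8510 positive control wells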
# Target sequence (P49841 whole entry, looked up): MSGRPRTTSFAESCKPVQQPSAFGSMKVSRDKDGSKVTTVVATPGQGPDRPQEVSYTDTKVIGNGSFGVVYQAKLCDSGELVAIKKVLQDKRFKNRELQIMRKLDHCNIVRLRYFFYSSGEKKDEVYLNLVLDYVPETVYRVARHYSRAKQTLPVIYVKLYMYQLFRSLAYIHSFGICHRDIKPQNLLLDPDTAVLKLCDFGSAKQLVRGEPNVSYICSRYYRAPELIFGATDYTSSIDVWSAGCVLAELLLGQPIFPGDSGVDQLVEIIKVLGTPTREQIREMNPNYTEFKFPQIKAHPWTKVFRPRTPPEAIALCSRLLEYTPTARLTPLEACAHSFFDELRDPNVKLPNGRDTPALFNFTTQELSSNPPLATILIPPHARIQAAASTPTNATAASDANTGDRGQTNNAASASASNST
#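 Test system: GST-tagged human GSK3beta kinase, cell-free; evaluation: activity score scaled between in-plate DMSO and GW8510 controls; measured by: ADP-Glo luminescence; incubation: 60 min reaction, RT; benchmarks: DMSO and 20 µM GW8510; reagent: peptide substrate plus 25 µM ATP (final); medium: Tris/MgCl2 kinase buffer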
# aSyn UTR inh: MLPCN primary screen, SNCA 5' untranslated region | alpha-synuclein 5'UTR reporter, inhibitor activity | inhibition, % (tested at 7.5 µM) | 300,000 compounds, 0.82% hits; in the data active means inhibition above about 60%;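 further: H4 neuroglioblastoma cells stably carrying SNCA 5'UTR luciferase fusion; 0% = DMSO wells and 100% = positive control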
# GSK3 alpha inh: blocks human GSK-3 alpha kinase | 320,000 compounds, 0.1% hits | inhibition, % at 10 µM | AID 2650 | ADP-Glo luminescence, 60 min;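 in the data active means inhibition above about 50%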;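 further: GST-tagged GSK-3 alpha with peptide substrate and 25 µM ATP; 0% = DMSO neutral wells and 100% = GW8510 positive control wells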
# HSP90 refold inh: inhibitors of HSP90 luciferase refolding in rabbit reticulocyte lysate. luciferase refolding luminescence, 3 h. inhibition, % at 5.6 µM. 290,000 compounds, 0.91% hits;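 active means inhibition above the screen-wide mean plus 3 SD, computed separately per campaign, cut at about 16% in these data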;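 further: 0% = DMSO wells and 100% = 60 µM geldanamycin wells; inhibitors lower the luminescence because luciferase stays unfolded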
# PolyA inhibitor: blocks polyadenylation in yeast reporter cells. calls only at 12 µM. AID 1875. S. cerevisiae SKY197-pL101 polyadenylation reporter, beta-gal luminescence; efflux-impaired pdr1/pdr3 knockout yeast; score 100 = 6 SD above DMSO. 300,000 compounds, 0.02% hits;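 active means lowest replicate activity score at least 50, where 100 means six control SD above control mean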;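 further: yeast exposed to compound for 9 h at 30 °C; higher score means more reporter readthrough which indicates perturbed polyadenylation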
# Active calls of the source: *; i = inactive; . = no result given. The list is partial; the hit share may differ from the screen's.
SMILES	HSF1 inhib	HSF-1 act	AI-2 QS modul	IEC-6 cytotox	KLF5 inhibitor	GSK3B inh	aSyn UTR inh	GSK3 alpha inh	HSP90 refold inh	PolyA inhibitor
NC(=O)C1CCN(c2ncc(C(F)(F)F)cc2Cl)CC1	1.0	34.0	9.3	-0.8	-20.8	0.8	30.6	0.7	-3.8	i
COc1nc(N=C(N)N)nc2ccc(C)cc12	4.7	12.8	29.2	-2.3	-3.9	0.7	13.5	3.7	-2.2	i
O=C(CN(C(=O)CNS(=O)(=O)c1ccccc1)C1CCCC1)NCC1CCCO1 (centres undefined)	-6.6	15.3	-3.9	-3.4	22.0	-3.5	-6.8	0.6	0.7	i
Cc1cc(C)c(C#N)c(SCc2[nH]nc3c2C(c2ccc(F)cc2)C(C#N)=C(N)O3)n1 (centres undefined)	-5.1	20.2	14.0	-1.4	-39.3	-1.7	-31.2	-0.7	4.8	i
O=C(NCCN1CCN(c2ccccc2)CC1)C1CCCN(S(=O)(=O)c2cnc[nH]2)C1 (centres undefined)	-4.3	-2.4	20.7	-7.0	-35.2	-1.0	11.7	-3.8	-1.4	i
CCCCC(CC)CNC(=O)Cn1c(=S)[nH]c2ncccc2c1=O (centres undefined)	-8.4	-8.2	8.5	-3.9	-43.4	-1.3	11.3	-6.6	-0.7	i
COc1c(Cl)cc(Cl)cc1CNCc1ccccc1	1.4	18.3	15.8	-3.8	-22.9	-1.9	13.8	1.0	-3.1	i
O=C1C(Cl)=C(N2CCCCCC2)C(=O)N1c1ccc(Br)cc1	1.9	7.3	26.5	-6.5	-20.2	5.2	-18.0	-4.8	-3.3	i

SMILES	HSF1 inhib	HSF-1 act	AI-2 QS modul	IEC-6 cytotox	KLF5 inhibitor	GSK3B inh	aSyn UTR inh	GSK3 alpha inh	HSP90 refold inh	PolyA inhibitor
O=C(CN1CCC(NC(=O)Nc2ccccc2)CC1)Nc1cccc([N+](=O)[O-])c1	-0.2	2.6	15.4	-4.0	-8.3	0.0	22.4	-0.1	-3.5	i
COc1cc(/C=C2\SC(=S)N(CCC(=O)NC3CCCC3)C2=O)cc(OC)c1OC	-8.1	0.5	.	3.6	-20.4	.	-70.6	-2.7	0.5	i
Cc1ccc(S(=O)(=O)NC(=O)Nc2nc(-c3ccc(F)c(F)c3)cs2)cc1	7.2	47.2	18.0	5.6	-2.7	2.8	-61.5	-0.1	0.5	i
OC(Cn1cnnc1)c1ccccc1 (centres undefined)	-7.4	-14.8	8.0	6.4	-15.2	1.6	4.2	-4.4	4.1	i
CCOC(=O)CSc1nc2cc(C(=O)NCC3CCCO3)ccc2c(=O)n1Cc1ccco1 (centres undefined)	0.9	5.8	4.9	0.1	-32.0	0.2	9.4	-1.6	-1.4	i
Cc1cccc(NC(=O)CN(C)S(=O)(=O)c2cccs2)c1	-7.9	8.7	12.6	1.0	-12.2	-2.5	-53.9	0.3	1.0	i
CCOC(=O)C1=NN(c2ccccc2)C2=NC(C)=C(C(=O)OC)C(c3cccs3)N12 (centres undefined)	-1.3	3.1	14.0	4.2	23.8	1.3	23.0	-1.4	2.8	i
Cc1ccc(CNC(=O)C2CCCN(S(=O)(=O)c3ccc(F)cc3)C2)cc1 (centres undefined)	-1.3	-4.5	21.3	-3.5	-38.4	11.6	1.1	-1.4	-6.8	i

SMILES	HSF1 inhib	HSF-1 act	AI-2 QS modul	IEC-6 cytotox	KLF5 inhibitor	GSK3B inh	aSyn UTR inh	GSK3 alpha inh	HSP90 refold inh	PolyA inhibitor
O=C(CSc1nncc(=O)[nH]1)NC1CCCCC1	-1.8	-4.0	38.9	-2.1	-12.5	-3.0	3.3	-2.0	-2.7	i
Cc1ccc(C(=O)Nc2ccc(Oc3ccc(C(=O)O)c(C(=O)O)c3)cc2)cc1C	-13.0	-11.0	35.7	-3.7	-29.6	4.4	2.6	4.6	3.7	i
COc1ccc(S(=O)(=O)CCC(=O)Nc2c(C)n(C)n(-c3ccccc3)c2=O)cc1	.	.	.	7.2	-14.1	.	.	-0.6	4.2	.
O=S(=O)(Nc1nc2ccccc2[nH]1)c1ccccc1	1.4	-1.1	12.3	0.7	-15.0	-2.0	-8.9	-1.1	-0.3	i
Cc1nn(C)c(C(=O)Sc2ccccc2)c1[N+](=O)[O-]	-2.9	18.6	18.2	2.6	-13.6	1.8	8.1	-2.1	0.9	i
CN(c1ccccc1)c1ncccn1	-88.6*	-90.9	10.1	.	.	-0.3	-0.6	-4.9	.	i
CCC1=NC(c2ccc(OC)cc2)N(O)C1(C)C (centres undefined)	4.5	-12.5	5.9	-1.3	-23.4	-0.3	-0.3	-0.2	2.7	i
COc1ccccc1CNC(=O)c1ccc2c(c1)OCO2	3.9	12.5	13.1	-0.4	-47.9	0.0	3.6	-1.5	2.1	i
